SW480 rereplic – A quantitative high throughput screen for small molecules that induce DNA re-replication in SW480 colon adenocarcinoma cells. SW480 DNA re-replication, Hoechst DNA content imaging, 48 h. Potency, µM (series often up to 46.1 µM), for the others: at the highest dose re-replication activation, most hits filed as activators. hit rate 1.8% among 340,000; note: potency is the fitted concentration of half-maximal effect; % of control where 0% means no effect; nearly all actives have a fitted effect of over 55% in size
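Compounds, transferred as 23 nL by pin tool, were incubated with cells for 48 hr; DNA content per nucleus was then quantified by Hoechst staining and fluorescence plate imaging.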
HepG2 viability – qHTS for Inhibitors of TGF-b: Cytotox Counterscreen. AID 588856, 2011. hit rate 0.76% among 410,000. Potency, µM (series often up to 46.1 µM), inactives show at the highest dose activity change, negative = cytotoxicity, most hits filed as cytotoxic. HepG2 CAGA-GFP viability, ATP luminescence, 18 h; note: potency is the fitted concentration of half-maximal effect; some results filed as inactive show a strong effect at the top dose
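HepG2 CAGA-GFP cells (1000/well, DMEM with 1% FBS) received compound, then TGF-beta at 500 pg/mL final, and were incubated 18 hours at 37 degrees C. Viability was read by CellTiter-Glo luminescence. Media-only wells were set as complete cell-killing and DMSO as no toxicity.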
HT1080-NT tox – qHTS for induction of synthetic lethality in tumor cells producing 2HG: qHTS for the HT-1080-NT fibrosarcoma cell line; Potency, µM (titrated, usually from 46.1 µM), without a hit: at the top dose activity, negative = less viability, usual class: cytotoxic; AID 686970, 2013; hit rate 1.6% among 360,000; HT-1080-NT fibrosarcoma viability, CellTiter-Glo ATP luminescence, 48 h;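 note: NT is the 2HG producing partner of a matched IDH1 knockdown line; potency is the fitted concentration of half-maximal effect; 0% = DMSO-treated cells and -100% = media-only wells without cells; nearly all actives have a fitted effect of over 55% in size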
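Toxicity toward the 2HG-producing NT line was scored as %Activity, normalised to DMSO and no-cell wells, from CellTiter-Glo luminescence after 48 hours' treatment.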
ATXN viability – Viability Counterscreen for Primary qHTS for Inhibitors of ATXN expression; AID 651635, 2014; S2 cells (HEK-293 line with an ATXN2-luciferase reporter) viability, CellTiter-Fluor protease fluorescence, 24 h; hit rate 0.49% among 400,000; Potency, µM (highest dose often 56.7 µM), usual class: cytotoxic; note: potency is the fitted concentration of half-maximal effect; nearly all actives have a fitted effect of over 40% in size
IL-1B inflam inh – qHTS for Inhibitors of Inflammasome Signaling: IL-1-beta AlphaLISA Primary Screen | THP-1 LPS/ATP IL-1B secretion, AlphaLISA, 16 h; active compounds read low | activity change, % at 57.5 µM | hit rate 4.7% among 360,000; in the data active = activity change below about -50%; inconclusive = mostly about -30% to -49%; note: % is set by controls: 0 for no effect and ±100 for the full control effect
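Secreted IL-1B measured by AlphaLISA bead assay after 16 h compound exposure of THP-1 cells; compounds (final up to 57.5 uM) added 1 h before LPS (250 ng/mL) and ATP (1.25 mM) stimulation; lower signal means less secretion.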
KB-3-1 cytotox – qHTS assay for MDR1-selective chemotherapeutics: Primary screen using the parental adenocarcinoma cell KB-3-1 | hit rate 1.4% among 400,000 | KB-3-1 viability, CellTiter-Glo ATP luminescence, 72 h | Potency, µM (series often up to 46.1 µM), inactives show at the highest dose activity change, negative = cytotoxic, hits mostly cytotoxic; note: potency is the fitted concentration of half-maximal effect; % is set by controls: 0 for no effect and ±100 for the full control effect; nearly all actives have a fitted effect of over 60% in size
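Cells are dispensed, compounds pinned in, plates held at 37 °C for 72 h, then CellTiter-Glo is added and luminescence read after 10 minutes. Cell line: parental KB-3-1 in phenol-red-free DMEM, 10% FBS.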
MCF10A rereplic – A quantitative high throughput screen for small molecules that induce DNA re-replication in MCF 10a normal breast cells; hit rate 2.9% among 350,000; AID 624296, 2012; MCF 10A DNA re-replication, Hoechst nuclear intensity, 48 h; Potency, µM (top dose mostly 46.1 µM), inactives show top-dose activity, positive = re-replication, hits mostly activators; note: potency is the fitted concentration of half-maximal effect; % of control where 0% means no effect; nearly all actives have a fitted effect of over 50% in size
HT1080 IDH1KD tx – qHTS for induction of synthetic lethality in tumor cells producing 2HG: qHTS for the HT-1080-IDH1KD cell line; HT-1080 IDH1 knockdown viability, ATP luminescence, 48 h; Potency, µM (top dose mostly 46.1 µM), for the others: at the highest dose activity, negative = toxicity, usual class: cytotoxic; hit rate 2% among 360,000; AID 686971, 2013;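 note: potency is the fitted concentration of half-maximal effect; 0% = DMSO wells and -100% = cell-free medium wells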
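Cytotoxicity counter-line: IDH1KD HT-1080, 48 h, CellTiter-Glo. Curves classed by r2, magnitude and activity.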
ATXN2 expr inh – Primary qHTS for Inhibitors of ATXN expression; HEK-293 ATXN2-luciferase reporter, luminescence, 24 h; Potency, µM (top dose mostly 57 µM), without a hit: top-dose activity change, negative = inhibition, hits mostly inhibitors; hit rate 0.72% among 360,000; note: potency is the fitted concentration of half-maximal effect; % is set by controls: 0 for no effect and ±100 for the full control effect; nearly all actives have a fitted effect of over 55% in size
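qHTS (up to 57 uM final) was run with 24 h compound exposure of reporter cells at 37 °C. Each well was multiplexed: SteadyGlo luminescence measured ATXN2-luciferase expression after a fluorogenic Gly-Phe-AFC viability readout (25 uM final).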
* marks the source's active call; other numbers are inactive results; i = inactive; ? = inconclusive; · = not tested or not shown; [ ] = dose if it differs, or a comment. Unless noted, calls come from the whole dose curve; as a rule, active = well fitted curve in the direction sought with a large enough effect; inconclusive = small, poorly fitted or top-dose-only effect, or another doubt; inactive = no such curve, though single readings can be large; an effect the other way counts as inactive or inconclusive.

canonical_smiles	KB-3-1 cytotox	MCF10A rereplic	SW480 rereplic	ATXN viability	HT1080-NT tox	HepG2 viability	IL-1B inflam inh	HT1080 IDH1KD tx	ATXN2 expr inh
CC(=O)C1=C(C)NC(=O)NC1c1ccccc1 (stereo unspecified)	1%	1%	2%	i	7%	1%	19	12%	3%
CC1(C)Cc2ccccc2-c2nnc(SCC(=O)Nc3ccc4c(c3)OCO4)n21	-4%	6%	1%	i	1%	-1%	?	-2%	-29%
COC(=O)c1cc(F)c(-n2cncn2)c(F)c1	0%	-8%	1%	i	5%	3%	-5	-5%	-1%
COc1ccc(CCNC(=O)CNC(=O)c2ccco2)cc1	-20%	-20%	-1%	i	12%	10%	9	10%	7%
O=C(O)C1CSC2(c3ccc(Br)cc3)CCC(=O)N12 (stereo unspecified)	-10%	15%	20%	i	8%	-16%	-1	11%	-6%
CC(C)N(C(=O)[C@H]1CC(CC(=O)NCCN2CCOCC2)C(=O)N2CCc3c([nH]c4ccccc34)[C@]12C)C(C)C (stereo partly specified)	0%	-11%	?	i	-1%	-5%	-20	-1%	1%
O=C(CCCSc1ccccc1)Nc1nc(-c2ccccn2)cs1	?	-10%	-5%	i	-12%	0%	30	-9%	-32%
Nc1c(C(=O)c2ccccc2)oc2ccc(Br)cc12	-11%	16%	?	i	-27%	-33%	-1	-24%	88%[activator]
O=C(O)CCCCCNC(=O)c1cccc(Br)c1	-18%	-2%	-2%	i	-15%	-12%	13	-4%	-5%
Cc1cc(C)c(C#N)c(SCC(=O)Nc2ccc3c(c2)OCO3)n1	10%	0%	-8%	i	16%	-15%	46	13%	-12%
Cc1cccn2cc(CNS(=O)(=O)c3ccc4ccccc4c3)nc12	-19%	2%	-2%	i	-4%	-25%	15	-10%	0%
COc1ccc(Cl)cc1NC(=O)CSc1nnc(C)c(=O)n1N	21%	-2%	-17%	?	3%	11%	-4	14%	-6%
Cc1ccccc1N1CCN(S(=O)(=O)c2cccs2)CC1	-1%	4%	16%	i	5%	-12%	-54*	-10%	0%
CCOC(=O)c1c(-c2ccccc2)nc2ccccn12	-1%	?	11%	i	-8%	-26%	-15	1%	-9%
COc1ccc(NC(=O)CN2C(=O)c3cccc4cccc2c34)c(OC)c1	6%	13%	-2%	i	0%	-41%	-17	-14%	-11%
CCOc1ccc(CN2C(=O)c3ccccc3C2=O)cc1C(=O)NC1CC(C)(C)NC(C)(C)C1	4%	3%	5%	i	5%	4%	-16	0%	1%
CCOC(=O)c1nc2ccccc2c(=O)[nH]1	-2%	3%	1%	i	13%	7%	-15	1%	40%[activator]
C/C(=N\NC(=O)C1CCCC1)c1ccc(Cl)c(Cl)c1	14%	-27%	7%	i	0%	0%	2	-11%	7%
CC1CCCN(C(=O)COC(=O)COc2ccc(C#N)cc2)C1 (stereo unspecified)	4%	15%	-23%	i	5%	9%	20	7%	·
Cc1ccc(C(=O)NC2(C(Cl)Cl)N=C(c3ccccc3)N=C2N)cc1 (stereo unspecified)	12%	2%	13%	i	-4%	-34%	-6	2%	-31%[11.3 µM]
CC(=O)/C(=N/Nc1ccccc1C)N1CCOCC1	0%	-1%	2%	i	-15%	-8%	14	?	-10%
Cc1cccc(NC(=O)c2oc3ccccc3c2NC(=O)c2cc(=O)c3ccccc3o2)c1	-2%	·	·	i	·	-1%	·	·	8%
CCOc1ccc(/C=N/n2c(COc3ccccc3)n[nH]c2=S)cc1OC	-5%	10%	1%	i	-19%	3%	0	-19%	·
CCCN(CCC)C(=O)Cn1c(=O)c2sccc2n2c(=S)sc(-c3ccccc3)c12	-1%	9%	-6%	i	5%	-10%	23	3%	1%
COc1ccc(N=C/C=C2\C=C(c3ccccc3)OC(C)(C)O2)cc1	-6%	?	?	i	-3%	-10%	-1	-23%	-13%
Cc1ccc(NC(=O)CN2C(=O)CCc3ccccc32)cc1C	10%	·	·	i	·	-47%	·	·	5%
COc1cc(/C=C2\SC(=S)N(CCC(=O)N3CCN(C)CC3)C2=O)cc(OC)c1OC	?	?	23%	?	-1%	-13%	-29	-1%	0%
CCC(O)c1c(-c2ccccc2)nn(C)c1Cl (stereo unspecified)	7%	-5%	20%	i	5%	5%	78	0%	6%
CCC[C@H]1CN(c2ccc(Br)cc2)C(=O)[C@@H]1CC(=O)Nc1ccc(OC)cc1	-10%	·	·	i	0%	-26%	?	-2%	4%
Cc1nc2c(C)cccn2c1/C(O)=C1\C(=O)C(=O)N(CCN2CCOCC2)C1c1cccs1 (stereo unspecified)	0%	?	-12%	i	3%	-11%	25	2%	0%
COC(=O)c1ncccc1SC	12%	2%	-1%	i	0%	-7%	-1	0%	·
Brc1ccc(-c2ccc(/C=N/Nc3nc4ccccc4[nH]3)o2)cc1	-9%	12µM*	5.8µM*	i	?	-39%	9	?	·
CCOc1ccc(NC(=O)c2ccc(OCC3CCCO3)cc2)cc1S(=O)(=O)N(CC)CC (stereo unspecified)	-7%	3%	4%	i	-2%	-17%	12	?	-14%
COC(=O)c1ccc(-n2c(C)cc(-c3csc(NC(=O)c4ccc(S(=O)(=O)N(C)C)cc4)n3)c2C)cc1	2%	0%	1%	i	7%	13µM*	4	9%	-1%
O=C(COC(=O)C1CC1)Nc1ccc(Cl)cn1	5%	14%	-3%	i	-6%	-16%	35	3%	·
O=C(c1cc(C2CCCCN2S(=O)(=O)c2ccc(F)cc2F)on1)N1CCOCC1 (stereo unspecified)	0%	·	·	i	4%	-1%	30	6%	5%
CCCn1c(=O)c(C(=O)NCCc2ccc(OC)c(OC)c2)c(O)c2ccccc21	-8%	1µM*	-4%	i	-6%	-14%	14	-6%	-27%
O=C(O)c1cc(Cl)c(Cl)cc1C(=O)N1CCCC1	-6%	2%	-7%	i	7%	1%	0	?	-5%
COc1ccc(OC)c(N=C2C(=O)Nc3ccccc32)c1	-11%	12%	-2%	i	4%	1%	9	-4%	-14%
CCOc1cccc(N2C(=O)CC(N(CCc3ccc(OC)c(OC)c3)C(=O)CC)C2=O)c1 (stereo unspecified)	-12%	0%	-4%	i	-1%	7%	-6	-3%	-1%
CCOc1ccc(OCCSc2nc3ccccc3[nH]2)cc1	18%	-10%	2%	i	?	3%	?	-18%	-2%
OCC[C@H]1C[C@@H](O)[C@H](O)[C@@]2(Cc3ccccc3O2)O1	0%	0%	-17%	i	11%	4%	6	6%	4%
NC(=S)NN=C(c1ccc(Br)cc1)C1CC1	14%	-4%	16%	?	19%	-74%	-76*	25%	-4%
CCN(CC(=O)Nc1cc(S(=O)(=O)N2CCOCC2)ccc1Cl)Cc1ccccc1	-6%	?	-15%	?	-11%	-36%	-58*	-19%	?
O=C(CC(C(=O)O)N1CCOCC1)Nc1ccc(Cl)cc1 (stereo unspecified)	2%	-2%	-4%	i	-1%	4%	14	3%	4%
Cc1cn(C)c(CC(=O)NCc2cccc(Cl)c2)c1C(=O)O	17%	·	·	i	·	-6%	·	·	2%
O=C(O)CCn1c(SCc2ccccc2)nc2ccccc21	3%	-6%	-7%	i	0%	-16%	9	-9%	25%

Single values from the entries so far:
HT1080-NT tox with O=C(COC(=O)C1CC1)Nc1ccc(Cl)cn1 = -6%
IL-1B inflam inh with CCOc1ccc(NC(=O)c2ccc(OCC3CCCO3)cc2)cc1S(=O)(=O)N(CC)CC (stereo unspecified) = 12
HepG2 viability with CCCn1c(=O)c(C(=O)NCCc2ccc(OC)c(OC)c2)c(O)c2ccccc21 = -14%
SW480 rereplic with CCN(CC(=O)Nc1cc(S(=O)(=O)N2CCOCC2)ccc1Cl)Cc1ccccc1 = -15%
SW480 rereplic with COC(=O)c1ccc(-n2c(C)cc(-c3csc(NC(=O)c4ccc(S(=O)(=O)N(C)C)cc4)n3)c2C)cc1 = 1%
ATXN2 expr inh with CCC[C@H]1CN(c2ccc(Br)cc2)C(=O)[C@@H]1CC(=O)Nc1ccc(OC)cc1 = 4%

Whole records, looked up by structure. Values in the order: KB-3-1 cytotox | MCF10A rereplic | SW480 rereplic | ATXN viability | HT1080-NT tox | HepG2 viability | IL-1B inflam inh | HT1080 IDH1KD tx | ATXN2 expr inh
`COc1cc(/C=C2\SC(=S)N(CCC(=O)N3CCN(C)CC3)C2=O)cc(OC)c1OC` across the screens: ? | ? | 23% | ? | -1% | -13% | -29 | -1% | 0%
`COc1ccc(CCNC(=O)CNC(=O)c2ccco2)cc1` across the screens: -20% | -20% | -1% | i | 12% | 10% | 9 | 10% | 7%
`O=C(CCCSc1ccccc1)Nc1nc(-c2ccccn2)cs1` across the screens: ? | -10% | -5% | i | -12% | 0% | 30 | -9% | -32%
`CC1CCCN(C(=O)COC(=O)COc2ccc(C#N)cc2)C1` (stereo unspecified) across the screens: 4% | 15% | -23% | i | 5% | 9% | 20 | 7% | ·

Rows are unselected; any-hit rate near 8.9%.
